JMJD2A Tudor: JMJD2A Tudor domain (human) inhibition; O75164; AlphaScreen JMJD2A-Tudor / H3K4me3 peptide binding; Potency, µM (series often up to 114 µM), for inactives: top-dose activity change, negative = inhibition, most hits filed as inhibitors; 4.4% of 390,000 active; also: potency is read from the fitted curve at half-maximal effect; % is scaled to controls: 0 for no effect and ±100 for the full control effect; nearly all actives have a fitted effect of over 50% in size
G9a inh: G9a (human) methyltransferase inhibition; Q96KQ7; G9a H3K9 monomethylation, AlphaScreen, 2 h; Potency, µM (titrated, usually from 102 µM), for the others: at the highest dose activity, negative = inhibition, hits mostly inhibitors; 8.8% of 350,000 active; AID 504332; also: potency is read from the fitted curve at half-maximal effect; % is scaled to controls: 0 for no effect and ±100 for the full control effect; nearly all actives have a fitted effect of over 75% in size
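Step 1: enzyme (final 20 nM) with compound, 15 min RT. Step 2: substrate peptide 500 nM and SAM 20 uM, 2 h RT. Step 3: anti-H3K9me1 antibody and AlphaScreen beads, 10 min, then plate read.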
GLS inhibitor: blocks human kidney-isoform glutaminase activity. O94925. GLS enzymatic activity, qHTS titration. Potency, µM (titrated, usually from 45.5 µM), for inactives: at the top dose activity change, negative = inhibition, usual class: inhibitors. 0.21% of 410,000 active. AID 624170; also: potency is read from the fitted curve at half-maximal effect; % is scaled to controls: 0 for no effect and ±100 for the full control effect
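Glutamate formation by hKGA was monitored fluorometrically using coupled glutamate oxidase, HRP and Amplex Red. Substrate was added as 1 mM L-glutamine solution; incubation was 30 min at RT after an initial read.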
BAZ2B block: BAZ2B (human) inhibition; 4.4% of 360,000 active; AlphaScreen BAZ2B-H3K14Ac peptide displacement; Q9UIF8; AID 504333; Potency, µM (top dose mostly 114 µM), for inactives: top-dose activity change, negative = inhibition, most hits filed as inhibitors; also: potency is read from the fitted curve at half-maximal effect; % is scaled to controls: 0 for no effect and ±100 for the full control effect; nearly all actives have a fitted effect of over 60% in size
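AlphaScreen displacement of biotin-H3(5-23)K14Ac peptide (50 nM final) from BAZ2B (50 nM final) in PBS pH 7.4, 0.01% Tween-20; complex preformed 30 min RT, then compounds (top 110 uM) 30 min RT, beads 20 min dark.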
HP1b chromo inh: HP1-beta chromodomain-methylated histone interaction inhibition; 0.56% of 390,000 active; AID 540317; P83916; AlphaScreen HP1-beta / biotin-H3K9me3 peptide binding; Potency, µM (series often up to 114 µM), for inactives: top-dose activity change, negative = inhibition, usual class: inhibitors; also: potency is read from the fitted curve at half-maximal effect; nearly all actives have a fitted effect of over 70% in size; inactives centre near 23
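AlphaScreen: HP1-beta (50 nM) preformed 30 min with biotin-H3(1-18)K9me3 peptide (50 nM) in PBS pH 7.4, 0.01% Tween-20. Compound added for 30 min at RT, then streptavidin donor/nickel chelate acceptor beads (10 ug/mL) for 30 min.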
ERG Ets-DNA blk: ERG Ets/DNA interaction inhibition. P11308. fluorescence polarization, His-ERG Ets domain / labelled DNA. Potency, µM (doses to about 76.9 µM), for inactives: at the top dose FP activity, negative = inhibition, most hits filed as inhibitors. 0.028% of 370,000 active. AID 624246; active = well fitted inhibition curve with a large enough effect in the polarisation, with a control signal flat; inconclusive = small, poorly fitted or top-dose-only effect, or effect the other way, or a change in a side signal; inactive = no such curve, though single readings can be large or run the other way; the % refers to the polarisation;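 also: polarization taken with two DNA probes labelled with fluorescein and Texas red; potency is read from the fitted curve at half-maximal effect; % of control where 0% means no effect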
Target sequence (P11308 whole entry, looked up, the tested form may be a part): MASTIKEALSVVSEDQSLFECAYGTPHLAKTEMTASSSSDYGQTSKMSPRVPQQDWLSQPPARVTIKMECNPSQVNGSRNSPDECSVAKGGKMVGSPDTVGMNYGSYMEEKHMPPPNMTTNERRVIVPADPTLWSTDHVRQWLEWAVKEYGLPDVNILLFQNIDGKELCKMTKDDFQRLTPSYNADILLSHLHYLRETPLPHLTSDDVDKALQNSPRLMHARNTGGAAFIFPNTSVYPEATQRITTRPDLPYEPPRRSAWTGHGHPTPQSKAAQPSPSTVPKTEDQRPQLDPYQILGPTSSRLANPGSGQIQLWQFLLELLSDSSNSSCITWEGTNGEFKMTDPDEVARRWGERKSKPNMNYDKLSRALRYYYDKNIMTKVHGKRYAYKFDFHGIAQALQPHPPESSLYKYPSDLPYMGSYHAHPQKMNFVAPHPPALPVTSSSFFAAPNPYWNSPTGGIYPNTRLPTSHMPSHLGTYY
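His-tagged ERG Ets domain (1 uM in the protein solution; 300mM KCl, 50mM Tris-HCl, 1mM EDTA, 1mM DTT, pH 7.5) received compound, then a probe mix of 5 nM fluorescein-DNA and 100nM Texas-615-DNA. Fluorescence polarization was read for both dyes.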
Tb PGK inh: T. brucei PGK inhibition; 0.043% of 380,000 active; PGK/GAPDH coupled, Kinase-Glo luminescence, 60 min; P07378; Potency, µM (titrated, usually from 57.5 µM), for inactives: at the top dose activity change, negative = inhibition, actives largely listed as inhibitors; also: potency is read from the fitted curve at half-maximal effect; % is scaled to controls: 0 for no effect and ±100 for the full control effect; nearly all actives have a fitted effect of over 60% in size
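Luminescent ATP detection (Kinase-Glo Plus) follows a 60-minute room-temperature incubation, with wells lacking PGK as controls. Buffer: 100 mM TEA (pH 7.6), 5 mM MgCl2, 0.01% Tween-20. Coupling enzyme GAPDH (100 nM final) supplies unstable 1,3-BPG in-well.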
Pin1 inh: inhibitors of human Pin1 | Potency, µM (doses to about 115 µM), for the others: at the highest dose activity, negative = inhibition, actives largely listed as inhibitors | 0.009% of 390,000 active | Q13526 | Pin1 FP peptide displacement, HiFluor488, 10 min; active = well fitted inhibition curve with a large enough effect in the polarisation, with a control signal flat, not every such curve was filed as active; inconclusive = small, poorly fitted or top-dose-only effect, or effect the other way, or a change in a side signal; inactive = no such curve, though single readings can be large or run the other way; the % refers to the polarisation; also: potency is read from the fitted curve at half-maximal effect; % is scaled to controls: 0 for no effect and ±100 for the full control effect
PI4K2A inh: inhibitors of human PI4K2A; purified PI4K2A, ADP-Glo luminescence, 1 h; hits give low values; Q9BTU6; activity change, negative = inhibition, % at 76.9 µM; 0.13% of 420,000 active; AID 1346378; in the data active = activity change below about -50%; inconclusive = mostly about -30% to -49%;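 also: -100% = wells without enzyme as full effect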
Target sequence (Q9BTU6 whole entry, looked up): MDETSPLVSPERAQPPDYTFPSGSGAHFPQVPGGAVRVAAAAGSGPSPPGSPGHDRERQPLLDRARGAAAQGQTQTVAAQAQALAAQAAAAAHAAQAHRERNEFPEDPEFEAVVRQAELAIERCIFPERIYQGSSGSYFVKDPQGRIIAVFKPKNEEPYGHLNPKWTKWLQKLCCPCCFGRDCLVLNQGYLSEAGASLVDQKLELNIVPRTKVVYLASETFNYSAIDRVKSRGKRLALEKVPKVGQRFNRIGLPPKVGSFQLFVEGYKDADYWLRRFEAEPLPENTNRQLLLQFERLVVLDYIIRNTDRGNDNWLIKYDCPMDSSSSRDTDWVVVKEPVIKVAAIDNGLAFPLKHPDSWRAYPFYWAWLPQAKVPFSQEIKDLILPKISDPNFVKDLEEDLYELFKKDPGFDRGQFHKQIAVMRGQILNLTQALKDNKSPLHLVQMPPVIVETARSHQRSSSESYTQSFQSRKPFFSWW
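PI4K2A activity was measured by ADP-Glo luminescence: enzyme (4 ug/mL stock) and phosphatidylinositol (1.2 mM stock) in Tris pH 7.5/MgCl2/EGTA/Triton X-100 buffer were reacted with ATP (300 microM stock) for one hour at ambient temperature.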
An asterisk follows results filed as active; i = inactive; ? = inconclusive; · = no result given; [ ] = remark or other dose. Unless noted, calls follow the shape of the dose curve; as a rule, active = well fitted curve in the direction sought with a large enough effect; inconclusive = small, poorly fitted or top-dose-only effect, or another doubt; inactive = no such curve, though single readings can be large; an effect the other way counts as inactive or inconclusive. Compounds were not picked by outcome; any-hit rate near 11%.

SMILES	JMJD2A Tudor	G9a inh	GLS inhibitor	BAZ2B block	HP1b chromo inh	ERG Ets-DNA blk	Tb PGK inh	Pin1 inh	PI4K2A inh
COc1ccc(S(=O)(=O)N2CCOCC2)cc1NC(=O)CSc1n[nH]c(=O)n1C1CC1	-13%	2%	-2%	7%	19%	0%	i	-1%	-2
CCCC(C)NC(=O)CSc1nnc2ccccn12 (centres undefined)	-20%	-47%	-5%	·	16%	11%	0%	-2%	-8
O=C(NCCOCCOCCNC(=O)c1cccnc1)c1cccnc1	5%	3%	-2%	1%	36%	0%	-12%	-1%	3
COC(=O)c1ccccc1NC(=O)c1cc(CN2CCOCC2)on1	-16%	5%[59 µM]	-8%	1%	72%[activator]	9%	i	-14%	-5
N#Cc1cccc(NC(=O)Cn2c3[n+](c4ccc(C(F)(F)F)cc42)CCCCC3)c1	-15%	8.9µM*	5%	2%	1%	-2%	1%	-1%	1
Cc1ccc(-n2c(SCC(=O)N3CCCCC3)nc(O)c(Cc3ccccc3)c2=O)cc1	-14%	?	2%	-27%	34%	-11%	0%	4%	0
S=c1nc(C23CC4CC(CC(C4)C2)C3)[nH][nH]1	3.5µM*	-127%[59 µM]	?	-6%	-31%	2%	-1%	1%	4
C=CSc1sc(Cl)c(N2CCOCC2)c1[N+](=O)[O-]	50µM*	-106%[59 µM]	3%	14µM*	50µM*	1%	-1%	-3%	2
N=C(N)Cc1ccccc1Sc1ccccc1	-12%	3%[59 µM]	2%	-13%	-4%	5%	3%	7%	0
COc1ccc(NC(=O)COC(=O)CCOc2ccccc2C)cc1Cl	10%	0%[59 µM]	-15%	14%	60%[activator]	-3%	-2%	-8%	0
Cc1cc(/C=N/N2CCN(C)CC2)c(C)n1-c1ccc(Cl)cc1	50µM*	45µM*	-6%	?	?	-3%	-8%	10%	0
COc1cc2c(cc1OC)[C@@H](NC(=O)CCc1ccccc1)[C@H](O)C2	-4%	·	-9%	·	45%[activator]	-3%	0%	3%	2
CCC(CO)Oc1cc(NC(=O)c2cccc([N+](=O)[O-])c2)c2ncn(C(C)C)c2c1 (centres undefined)	-19%	·	-21%	·	45%[activator]	2%	-10%	6%	-1
O=C(Nc1cc(C(F)(F)F)ccc1Cl)C(NCc1ccccc1)c1ccccc1 (centres undefined)	24%	21%[59 µM]	-6%	17%	63%[activator]	-5%	-7%	19%	3
COC(=O)c1ccc(CN2CCCC(CNC(=O)Cc3ccc(OC)cc3)C2)cc1 (centres undefined)	-2%	57%[activator]	-5%	?	34%	9%	-8%	-4%	1
C[C@H](CO)N1C[C@H](C)[C@@H](CN(C)S(=O)(=O)c2cccs2)Oc2c(NC(=O)C3CCCCC3)cccc2C1=O	-22%	·	3%	·	27%	3%	9%	2%	1
C#CCOCCOCCOCCNc1nc(N2CCN(C(=O)[C@H](CCCN=C(N)N)n3cc(C(N)[C@@H](C)CC)nn3)CC2)nc(N2CCN(C(=O)[C@H](CC(N)=O)n3cc([C@@H](N)C(C)C)nn3)CC2)n1 (some centres undefined)	79µM*	·	10%	·	16%	2%	0%	4%	-9
O=C(O)CC(Cc1ccccc1)C(=O)Nc1ccc([N+](=O)[O-])cc1 (centres undefined)	-17%	9%[59 µM]	1%	12%	33%	8%	-8%	-14%	1
Cc1nc(N)sc1-c1nnc(SCC(=O)Nc2nccs2)n1C	-25%	-3%[59 µM]	24%	?	27%	4%	2%	-4%	-6
Cc1ccc(CCC(=O)Nc2ccc(C)c(C)c2)o1	-4%	·	-14%	-15%	-1%	-8%	-6%	-5%	5
O=C(O)CCC(=O)Nc1ccc(OCC2CCCO2)cc1 (centres undefined)	-2%	-9%	1%	3%	37%	-4%	3%	4%	1
O=C(Nc1ccccc1C(=O)N1CCCC1)c1ncoc1-c1cccc(Cl)c1	0%	8%	-11%	-22%	21%	4%	4%	-4%	-1
O=C(CSc1nc(=O)n(CCCN2CCOCC2)c2c1CCCC2)Nc1ccc(F)cc1	-16%	-20%	-12%	10%	41%[activator]	7%	4%	2%	0
COc1ccccc1N1CCN(C(c2ccc(Cl)cc2)c2nnc(-c3cccc(F)c3)o2)CC1 (centres undefined)	-20%	?	1%	-30%	14%	4%	15%	15%	1
CCOc1ccccc1CNc1nc2ccccc2n1C	-5%	20%	8%	-2%	19%	1%	-23%	2%	-5
O=C(C1CC(=O)N(c2ccccc2)C1)N1CCCCCC1 (centres undefined)	6%	13%	1%	2%	29%	1%	8%	6%	-3
Cc1cccc(-n2cnc3cc(C(=O)NC4CCCCCC4)ccc32)c1	-35%	?	1%	-14%	44%[activator]	5%	-8%	13%	-5
N/C(=N\OC(=O)Cc1cccc2ccccc12)c1ccccn1	-17%	16%[12.7 µM]	-3%	8%	63%[activator]	4%	3%	-1%	2
Nc1nnc(SCC(=O)Nc2ccc(Cl)c(C(=O)O)c2)s1	-9%	-51%	1%	2%	26%	3%	-11%	2%	-1
Cc1ccc(NC(=O)c2nnn(Cc3cccc(C(F)(F)F)c3)c2N)c(C)c1	-7%	9%[59 µM]	-15%	4%	36%	-1%	-10%	3%	3
Cc1ccc(-c2nn(-c3cccc(F)c3)cc2CNCc2cccnc2)o1	?	·	-8%	-36%	2%	2%	i	?	-7
Cc1oc(-c2ccccc2Cl)nc1CN1CCCC1c1ccc(F)cc1 (centres undefined)	-16%	·	-1%	-2%	32%	-1%	-5%	22%	-1
O=C(C1COc2ccccc2O1)N(Cc1cccnc1)c1nc2c(Cl)cccc2s1 (centres undefined)	?	-6%[59 µM]	-1%	-5%	-12%	3%	0%	-3%	-1
O=C1/C(=C\c2ccco2)SC(=S)N1Cc1ccccc1	50µM*	25%[0.501 µM]	-2%	11µM*	?	27%	-2%	2%	1
Cc1nnc(NC(=O)CSc2nc(C(C)C)nc3sc(C)c(C)c23)s1	-6%	?	4%	-2%	14%	-1%	i	-10%	-1
CCOc1ccc(N(C(C)C(=O)N/N=C(\C)C(C)(C)C)S(C)(=O)=O)cc1 (centres undefined)	-10%	11%[59 µM]	-4%	8%	3%	4%	-6%	0%	9
C=CCn1c2ccccc2c2nnc(SCC(=O)OCN3C(=O)c4ccccc4C3=O)nc21	-12%	6%[59 µM]	0%	8%	24%	-2%	0%	9%	-2
O=C(Nc1ccc(Br)cc1)c1csc(-c2ccncc2)n1	?	23%[59 µM]	-2%	-10%	60%[activator]	14%	-4%	86%[activator]	-2
CCn1c2ccc(F)cc2c2nc3ccccc3nc21	39%[activator]	44%[activator]	1%	76%[activator]	114%[activator]	-1%	7%	0%	2
O=C1CCCC2=C1C(c1ccc(O)cc1)c1c(ccc3ccccc13)N2 (centres undefined)	7%	?	-1%	·	72%[activator]	-2%	i	-1%	-5
CC(C)CCNS(=O)(=O)c1cc2c3c(c1)CCN3C(=O)CC2	-15%	23%	-2%	2%	34%[activator]	-2%	1%	-12%	3
CCCOc1ccc(C2C(C(=O)c3ccc(C)o3)=C(O)C(=O)N2Cc2ccco2)cc1OCC (centres undefined)	?	·	18%	?	13%	12%	2%	0%	-9
CCOC(=O)CC(=O)CSc1nc(C)cc(C)c1C#N	-6%	-11%[59 µM]	16%	0%	45%[activator]	2%	i	-9%	5
O=C(NC1CCCCC1)C(c1ccc2ncccc2c1)N(Cc1ccccc1)C(=O)c1cccs1 (centres undefined)	-33%	26%[59 µM]	-5%	4%	16%	·	-6%	0%	-1
CCCCN(C)CCCNC(=O)Cn1ncc2c3ccccc3n(Cc3cccc(Cl)c3)c2c1=O	-20%	-38%[59 µM]	-4%	-12%	2%	0%	-2%	?	-1
CN(C(=O)Nc1ccccc1)C1CCCCC1	11%	27%	41%[activator]	-2%	34%	1%	-3%	-3%	0
CCOC(=O)c1c(C)oc2nc(C)nc(NCC3CCN(Cc4ccccc4C)CC3)c12	-23%	-14%[59 µM]	-7%	5%[57.1 µM]	23%	8%	i	-1%	-2
O=C(COc1ccc(S(=O)(=O)N2CCCC2)cc1Cl)NCc1ccc2c(c1)OCO2	-14%	-14%[12.7 µM]	6%	-1%	18%	-2%	i	-4%	-4
C=CCn1c(C)c(C(C)=O)c(N2CCN(c3ccccc3)CC2)nc1=S	-25%	-7%[0.501 µM]	5%	-39%	25%	8%	-3%	?	-16
O=c1c2cc(Br)ccc2nc2n1CCCCC2	-14%	11%	0%	-21%	27%	1%	i	2%	2
Cc1c(C(=O)N2CCN(CC(=O)Nc3ccccc3Cl)CC2)oc2ccc(Br)cc12	-23%	4%[2.33 µM]	1%	-19%	13%	8%	i	9%	-3
COc1ccc(-n2c(=O)c3c4c(sc3n(Cc3ccc(F)cc3)c2=O)CN(C(C)=O)CC4)c(OC)c1	-16%	-26%[59 µM]	-9%	-27%	18%	4%	-1%	0%	-6
CN(Cc1ccccc1)C(=O)c1ccccc1NC(=O)c1ccccc1	-10%	-7%[2.33 µM]	8%	11%	15%	3%	-12%	-1%	-2
COc1ccc(/C=N/NC(=O)c2ccncc2)cc1CN1CCN(c2ccc(F)cc2)CC1	-35%	14%	-10%	2%	12%	-13%	-7%	2%	1

High-throughput results: PubChem, National Center for Advancing Translational Sciences (NCATS)
